Assay outcomes (PubChem BioAssay)
PP5 inh = inhibitors of human protein phosphatase 5 (PP5); inhibition, % at 6.7 µM; purified PP5c, OMFP substrate fluorescence; P53041; AID 1987; actives 0.18% (n = 320,000);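 active = inhibition above the campaign's mean inhibition across all tested compounds plus 3 SD, cut at about 9.5% in these data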;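 also: 0% = DMSO only and 100% = 100 µM cantharidin control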
CTSL1 counter = cathepsin L1 inhibition, PFM18AAP counter-screen. recombinant F. hepatica cathepsin L1, Z-Leu-Arg-MCA fluorescence. actives 0.49% (n = 300,000). inhibition, % at 5.96 µM. AID 1906;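 active = inhibition above the mean of all tested compounds plus 3 SD, set per screening campaign, cut at about 17% in these data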;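 also: 0% = plate median of test compound wells and 100% = 1 µM Z-Phe-Ala-diazomethylketone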
TPT1 inh = blocks Candida albicans tRNA 2'-phosphotransferase; recombinant caTPT1, FP RNA substrate dephosphorylation; inhibition, % at 5 µM; actives 0.81% (n = 300,000); AID 1962;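 active = inhibition above the mean of all tested compounds plus 3 SD, set per screening campaign, cut at about 24% in these data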;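 also: plate controls were DMSO alone for no effect and ferristatin control at 100 nM for full effect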
PAFAH2 inh = PAFAH2 (human) inhibition; recombinant PAFAH2, FP-rhodamine activity probe, fluorescence polarization; inhibition, % at 3.39 µM; actives 0.99% (n = 340,000); AID 492956;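 active = inhibition above the mean over all tested compounds plus 3 SD, cut at about 30% in these data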;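 also: inhibitors block probe labeling of enzyme so polarization drops; 0% = enzyme with DMSO and 100% = wells lacking PAFAH2 protein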
proCasp3 act = activates human procaspase-3; P42574; activation, % at 8.5 µM; actives 0.11% (n = 330,000); recombinant procaspase-3 D3A, Ac-DEVD-pNA absorbance 405 nm;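 active = activation above the mean of all tested compounds plus 3 SD, cut at about 21% in these data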;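 also: 0% = DMSO alone and 100% = DMSO wells spiked with extra 5 µM PC-3 D3A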
Target sequence (P42574 whole entry D9A/D28A/D175A): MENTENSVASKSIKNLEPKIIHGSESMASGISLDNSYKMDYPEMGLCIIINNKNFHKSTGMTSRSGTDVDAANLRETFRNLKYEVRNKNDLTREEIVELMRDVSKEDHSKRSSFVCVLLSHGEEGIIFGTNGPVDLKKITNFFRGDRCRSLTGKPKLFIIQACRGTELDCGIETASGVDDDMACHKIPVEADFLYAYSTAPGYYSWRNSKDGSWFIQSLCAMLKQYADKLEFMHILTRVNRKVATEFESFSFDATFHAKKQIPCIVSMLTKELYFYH
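Assay system: Procaspase-3 D3A mutant, all three cleavage aspartates alanine. Buffer or medium: Zinc-free HEPES saline buffer with Triton X-100. Times: 1 h compound preincubation, 2 h substrate hydrolysis at 25 °C. Measured by: 405 nm absorbance of p-nitroaniline, reads at 0 and 120 min. Read-out basis: percent activation relative to control range. Replicates: singlicate.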
AHR activator = activators of human aryl hydrocarbon receptor | P35869 | AHR-responsive luciferase reporter cells, luminescence | activation, % at 5 µM | actives 2.5% (n = 320,000) | AID 2796; in the data active = activation above about 47%;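 also: 0% = vehicle wells and 100% = reference agonist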
PP1 counter = blocks human PP1-alpha phosphatase, a PP5 counter-screen; inhibition, % at 6.7 µM; P62136; actives 0.9% (n = 320,000); purified PP1alpha, OMFP fluorescence; AID 2235;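 active = inhibition above the mean inhibition of all tested compounds plus 3 SD, computed separately for each screening campaign, cut at about 15% in these data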
Target sequence (P62136 whole entry, looked up): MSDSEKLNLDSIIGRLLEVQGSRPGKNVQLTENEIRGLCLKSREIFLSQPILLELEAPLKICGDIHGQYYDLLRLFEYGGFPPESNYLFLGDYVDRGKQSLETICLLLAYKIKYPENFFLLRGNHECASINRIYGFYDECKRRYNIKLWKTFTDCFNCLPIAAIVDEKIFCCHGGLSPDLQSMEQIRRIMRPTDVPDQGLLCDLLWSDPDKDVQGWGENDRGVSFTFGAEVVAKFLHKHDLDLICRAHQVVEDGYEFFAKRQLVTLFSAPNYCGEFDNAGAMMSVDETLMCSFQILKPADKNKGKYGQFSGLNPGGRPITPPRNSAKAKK
HCV core dimer = HCV core protein dimerization inhibition; TR-FRET GST/Flag-core106 dimerization, 1536-well; inhibition, % at 5 µM; actives 0.33% (n = 300,000); AID 1899;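 active = inhibition above the mean of all tested compounds plus 3 SD, set per screening campaign, cut at about 45% in these data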
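assay system = GST-tagged and Flag-tagged HCV core protein residues 1-106 | controls = unlabelled core106 and no-GST-core106 wells | incubation = compound-protein-antibody incubation 4 h at 22.5 °C | probe or stimulus = Eu donor and XL665 acceptor anti-tag antibodies | read-out = % inhibition based on acceptor/donor emission ratio | signal = TR-FRET 671 and 617 nm emission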
proCasp7 act = activates human procaspase-7, counter-screen for procaspase-3 activators; P55210; recombinant procaspase-7, Ac-DEVD-pNA absorbance 405 nm; D23A/D198A/D206A triple mutant, cannot self-cleave; scale: DMSO 0, 5 µM enzyme 100; activation, % at 8.5 µM; actives 0.093% (n = 330,000);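 active = percent activation above the screen-wide mean plus 3 SD, cut at about 25% in these data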
Target sequence (P55210 whole entry D23A/D198A/D206A): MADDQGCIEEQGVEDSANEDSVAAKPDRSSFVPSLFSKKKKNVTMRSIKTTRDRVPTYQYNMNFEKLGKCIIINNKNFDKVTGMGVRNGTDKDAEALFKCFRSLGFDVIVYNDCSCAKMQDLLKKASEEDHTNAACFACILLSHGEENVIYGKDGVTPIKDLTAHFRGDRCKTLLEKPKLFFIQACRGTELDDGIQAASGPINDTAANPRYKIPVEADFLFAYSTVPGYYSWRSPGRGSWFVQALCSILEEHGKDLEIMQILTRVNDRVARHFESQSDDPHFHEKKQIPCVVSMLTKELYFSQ
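Test system: Procaspase-7 triple mutant (PC-7 D3A). Also added: Ac-DEVD-pNA substrate, 400 µM as added. Schedule: 1 h enzyme–compound preincubation and 2 h substrate reaction, both 25 °C. Signal: p-Nitroaniline absorbance at 405 nm, read at 0 and 120 min. Control set: low DMSO alone, high DMSO plus 5 µM PC-7.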
The depositor's hits bear a star; / = no result given; & = joins results of further samples.

SMILES	PP5 inh	CTSL1 counter	TPT1 inh	PAFAH2 inh	proCasp3 act	AHR activator	PP1 counter	HCV core dimer	proCasp7 act
Cc1ccc(C)c(-n2c(=O)c(C#N)cc3c(=O)n4ccccc4nc32)c1	-0.8	7	3	-3	-2	4	-3	1	-1
CC(C)(C)OC(=O)CN1C(=O)NC2(CCCc3ccccc32)C1=O (stereo unspecified)	-2.7	1	-2	-5	2	0	-4	1	13
COc1ccc(N2CC(C(=O)N(CC(C)C)c3c(N)n(Cc4ccccc4)c(=O)[nH]c3=O)CC2=O)c(OC)c1 (stereo unspecified)	-0.2	-1	3	-3	3	1	-1	-2	2
O=C(N/C(=C\c1ccco1)C(=O)N1CCOCC1)c1ccc([N+](=O)[O-])cc1	1.3	1	-3	2	4	5	0	0	-4
COC(=O)c1ccc(COC(=O)C(CCS(C)(=O)=O)N2C(=O)c3ccccc3C2=O)cc1 (stereo unspecified)	2.4	-3	2	5	-2	-2	-2	-5	12
CCCn1c(CCc2ccccc2)nnc1SCC(=O)N1CCOCC1	1.9	-4	-1	6	0	2	0	-4	16
O=C(c1cccs1)N1CCC(c2nc3c(nnn3Cc3ccccc3)c(=O)[nH]2)CC1	3.4	-8	3	-4	3	0	-16	-4	-2
COc1ccc2cc(C(=O)NCCCN3CCCC3=O)[nH]c2c1	-0.4	4	-1	9	-5	12	-2	5	7
CC1=NN(C(=O)c2csc(C(C)C)c2)C(O)(C(F)(F)F)C1 (stereo unspecified)	1.1	3	0	6	0	5	2	8	-7
COc1cc(NC(=O)C(=O)N2CCN(C)CC2)c(OC)cc1Cl	0.3	-2	-2	0	2	1	-3	4	6
Cc1cnc(NC(=O)COc2ccccc2)s1	3.3	2	-5	12	7	-9	-4	-6	-3
C=C[C@]1(C)C[C@@H](OC(=O)CSCCN(CC)CC)[C@]2(C)C(C)CC[C@]3(CCC(=O)[C@H]32)[C@@H](C)[C@@H]1O (stereo partly specified)	-2.2&1.7	1&5	-6&2	3&0	6&5	0&-2	-4&-3	11&-11	9&6
Cc1cc(Cl)ccc1NC(=O)Nc1c(C)n(-c2ccccc2)c(=O)n1C	-0.4	-3	-1	7	-3	-3	3	1	13
COC(=O)c1cn[nH]c1NC(=S)Nc1ccc(Cl)c(Cl)c1	0.1	-1	1	-5	-4	48*	-2	-2	-6
CC1(C)CC2CC(C)(CN2C(=O)c2cc(-c3ccccc3O)on2)C1 (stereo unspecified)	4.5	4	-1	-11	4	-5	1	14	3
CC(=O)c1cnc(SCC(=O)O)nc1C	-0.4	1	-6	1	-1	-1	1	-3	-2
Nc1ccc(C(=O)OCC(=O)N2CCN(C(=O)c3ccco3)CC2)cc1[N+](=O)[O-]	1.5	-6	0	1	5	-3	-2	-4	0
N#Cc1c(SCC(=O)Nc2nccs2)nc2c(c1-c1ccco1)CCCC2	-1.3	9	-1	-10	6	4	5	11	0
c1ccc(N2CCN(c3nc4ccccc4n4nnnc34)CC2)cc1	4.8	2	-25	-1	5	73*	5	11	5
c1ccc(CCCCNCC2COc3ccccc3O2)cc1 (stereo unspecified)	1.7	0	8	-1	-6	-1	-1	2	-2
O=C(OCC(=O)c1ccc[nH]1)c1ccc2ccccc2n1	-1.1	4	3	10	-1	8	0	2	5
Cc1ccccc1C(=O)NCc1nnc(SCC(=O)N2CCN(c3ccccc3)CC2)n1C	2.5	0	-1	-5	-3	0	0	-6	-1
COc1cccc(C2/C(=C(\O)c3ccc4c(c3)OCCO4)C(=O)C(=O)N2Cc2cccnc2)c1 (stereo unspecified)	-0.4	7	-3	-2	-3	4	-1	-1	-28
O=C(Nc1ccc(Cl)c(Cl)c1)C1CCN(C(=O)c2ccco2)CC1	2.7	-10	-2	-1	3	-1	8	-3	-4
O=C(/C=C/c1ccco1)Nc1ccc2c(c1)OCO2	0.9	7	-1	7	-4	72*	-6	-1	6
COc1cccc(C2=Nn3c(nnc3-c3ccccc3O)SC2)c1	3.0	1	-1	2	-1	58*	7	12	-7
CCn1c2ccccc2c2cc(CNCCCN3CCOCC3)ccc21	0.4	-2	1	1	-2	3	0	-10	8
COc1ccc(C(C)=O)cc1COC(=O)c1c(C)nn(-c2ccccc2)c1C	1.8	0	-2	-5	-6	-2	4	1	0
O=[N+]([O-])c1ccc(S(=O)(=O)NCC(c2cccnc2)N2CCc3ccccc32)cc1 (stereo unspecified)	-1.3	3	-1	9	-8	2	1	5	3
OC(COc1cccc2ccccc12)CN1CCN(c2ccccc2)CC1 (stereo unspecified)	2.1	3	-3	1	-2	1	4	-2	9
Nc1nonc1-c1noc(-c2ccc(Br)o2)n1	-1.4	0	2	-1	1	14	-1	-8	11
Cc1ccc(S(=O)(=O)N(C)C)cc1NC(=O)CN1c2cccc3cccc(c23)S1(=O)=O	2.0	/	/	1	9	5	2	/	1
CN(C)C(CNC(=O)c1cccs1)c1cccnc1 (stereo unspecified)	1.7	-3	2	-7	-14	3	0	-3	6
CCOC(=O)Cn1cc(/C=C(/C#N)C(=O)NC(C)C)c2ccccc21	1.0	3	2	3	-3	-3	-1	2	-3
Cc1nn(C)c(C(=O)N2CCN(C(=O)c3ccco3)CC2)c1[N+](=O)[O-]	1.1	-4	3	-10	7	3	-3	-2	2
O=C(CSc1nnnn1-c1ccc(Cl)cc1)Nc1cccnc1Cl	0.8	-2	1	2	-8	0	3	2	2
CCC(Oc1ccc2c(=O)c(-c3ccccc3OC)coc2c1)C(=O)OCc1ccccc1 (stereo unspecified)	0.0	2	2	-8	0	0	17*	8	-4
COc1ccccc1C(CNC(=O)CCNC(=O)c1ccccc1Cl)N1CCCC1 (stereo unspecified)	2.4	4	-3	1	-9	-1	-3	-3	6
O=C(CN1C(=O)c2ccccc2C1=O)N1CCN=C1c1ccccc1	2.3	-5	-1	2	3	0	-5	-2	9
O=C(c1ccccc1NS(=O)(=O)c1cccs1)N1CCCC1	2.5	0	1	4	1	-2	0	4	18
Cc1[nH]c(=O)[nH]c(=O)c1NS(=O)(=O)c1ccc2c(c1)CCCC2	-2.2	4	-1	11	3	-1	-1	-5	-4
Cc1nn(-c2ccccc2)c(Cl)c1C1C(C#N)=C(N)Oc2n[nH]c(C)c21 (stereo unspecified)	0.6	1	3	7	-2	17	5	-2	9
CC(=O)c1c(C)[nH]c(C(=O)Nc2ccc(C)c(S(=O)(=O)N(C)C)c2)c1C	0.3	-1	-2	4	1	0	1	0	2
O=C(COC(=O)C1CC(=O)N(Cc2ccco2)C1)Nc1nc(-c2ccc(F)cc2)cs1 (stereo unspecified)	/	/	/	0	0	0	/	/	2
NC(=O)CC(NC(=O)c1ccccc1)c1ccc(N2CCN(c3ccccc3)CC2)c([N+](=O)[O-])c1 (stereo unspecified)	1.2	-2	-3	-1	7	-1	3	12	-1
Fc1ccc(CN2C3=NCCN3c3ccccc32)cc1	2.1	-1	2	-1	1	4	-3	5	-3
O=C(Oc1ccc(-c2nnco2)cc1)N(c1ccccc1)c1ccccc1	2.3	0	-3	-4	-4	0	5	12	3
CCCC1CCC(=C(C#N)C(N)=O)CC1 (stereo unspecified)	3.7	-1	5	5	-3	1	1	-10	-4
COc1ccc(NC(NC(=O)c2ccc(OC)cc2)C(Cl)(Cl)Cl)cc1 (stereo unspecified)	3.3	-1	-5	7	7	5	-2	0	2
COc1ccc(OCC(=O)N/N=C(\C)c2cccs2)cc1	-3.4	3	-4	2	-2	10	-1	-3	0

11 entries from above in a different format:
compound,PP5 inh,CTSL1 counter,TPT1 inh,PAFAH2 inh,proCasp3 act,AHR activator,PP1 counter,HCV core dimer,proCasp7 act
O=C(c1ccccc1NS(=O)(=O)c1cccs1)N1CCCC1,2.5,0,1,4,1,-2,0,4,18
Cc1[nH]c(=O)[nH]c(=O)c1NS(=O)(=O)c1ccc2c(c1)CCCC2,-2.2,4,-1,11,3,-1,-1,-5,-4
Cc1nn(-c2ccccc2)c(Cl)c1C1C(C#N)=C(N)Oc2n[nH]c(C)c21 (stereo unspecified),0.6,1,3,7,-2,17,5,-2,9
CC(=O)c1c(C)[nH]c(C(=O)Nc2ccc(C)c(S(=O)(=O)N(C)C)c2)c1C,0.3,-1,-2,4,1,0,1,0,2
O=C(COC(=O)C1CC(=O)N(Cc2ccco2)C1)Nc1nc(-c2ccc(F)cc2)cs1 (stereo unspecified),/,/,/,0,0,0,/,/,2
NC(=O)CC(NC(=O)c1ccccc1)c1ccc(N2CCN(c3ccccc3)CC2)c([N+](=O)[O-])c1 (stereo unspecified),1.2,-2,-3,-1,7,-1,3,12,-1
Fc1ccc(CN2C3=NCCN3c3ccccc32)cc1,2.1,-1,2,-1,1,4,-3,5,-3
O=C(Oc1ccc(-c2nnco2)cc1)N(c1ccccc1)c1ccccc1,2.3,0,-3,-4,-4,0,5,12,3
CCCC1CCC(=C(C#N)C(N)=O)CC1 (stereo unspecified),3.7,-1,5,5,-3,1,1,-10,-4
COc1ccc(NC(NC(=O)c2ccc(OC)cc2)C(Cl)(Cl)Cl)cc1 (stereo unspecified),3.3,-1,-5,7,7,5,-2,0,2
COc1ccc(OCC(=O)N/N=C(\C)c2cccs2)cc1,-3.4,3,-4,2,-2,10,-1,-3,0

Continued:
SMILES	PP5 inh	CTSL1 counter	TPT1 inh	PAFAH2 inh	proCasp3 act	AHR activator	PP1 counter	HCV core dimer	proCasp7 act
COc1ccc(C(=O)NC2c3ccccc3-c3ccccc32)cc1	0.0	1	2	-5	-9	0	5	14	1
CCSc1nnc2ccc(-c3ccc(C)cc3)nn12	1.6	-1	-1	1	-4	1	0	-2	5
CC(=O)OC(C(=O)NC1CCCCC1)c1ccc(C)cc1 (stereo unspecified)	2.5	-33	-4	10	-12	1	0	-5	1
Cc1cc(=O)n(C2CCS(=O)(=O)C2)[nH]1 (stereo unspecified)	6.5	5	0	/	-1	5	1	5	-6
Nc1ccccc1S(=O)(=O)c1ccccc1N	-0.9	1	1	7	3	0	-3	-10	4
CCOC(=O)c1cccc(NC(=O)CN(c2ccc(C)cc2)S(=O)(=O)c2c(C)noc2C)c1	5.8	2	4	-6	-4	4	2	14	-4
COc1ccc(-c2cn(-c3ccccc3)c(=S)[nH]2)cc1OC	0.4	-5	-1	-4	-3	43	-1	0	-16

Compound profiles, from the list above. Screens in order: PP5 inh, CTSL1 counter, TPT1 inh, PAFAH2 inh, proCasp3 act, AHR activator, PP1 counter, HCV core dimer, proCasp7 act
COc1ccc(C(=O)NC2c3ccccc3-c3ccccc32)cc1 across the screens: 0.0, 1, 2, -5, -9, 0, 5, 14, 1
CC(=O)OC(C(=O)NC1CCCCC1)c1ccc(C)cc1 (stereo unspecified) across the screens: 2.5, -33, -4, 10, -12, 1, 0, -5, 1
